TDP2 absorb: human TDP2 enzyme inhibitors, primary screen, biochemical, epi absorbance, recombinant enzyme. inhibition, % at 12.8 µM. AID 720702, 2013. hit rate 0.34% among 370,000. T5PNP hydrolysis, p-nitrophenol absorbance 415 nm;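 active = inhibition above the mean of all tested compounds plus 3 SD, set per campaign, cut at about 25% in these data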;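 note: 0% = DMSO with enzyme and 100% = buffer with substrate but no TDP2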
Target sequence (O95551 whole entry, looked up): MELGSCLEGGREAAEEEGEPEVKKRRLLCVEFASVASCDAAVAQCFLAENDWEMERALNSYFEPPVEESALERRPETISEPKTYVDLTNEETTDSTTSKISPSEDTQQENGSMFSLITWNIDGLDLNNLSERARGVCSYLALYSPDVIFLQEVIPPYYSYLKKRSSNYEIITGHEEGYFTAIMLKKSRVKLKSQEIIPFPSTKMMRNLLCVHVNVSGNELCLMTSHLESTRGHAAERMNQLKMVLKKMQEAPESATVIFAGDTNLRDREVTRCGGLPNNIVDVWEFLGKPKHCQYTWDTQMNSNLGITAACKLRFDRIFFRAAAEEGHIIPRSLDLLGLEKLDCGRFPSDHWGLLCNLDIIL
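Material: recombinant human TDP2; quantity: TDP2 enzyme at 120 nM final; medium: Tris-HCl pH 7.5 with MgCl2; compound: single concentration, 12.8 µM nominal, with 1% DMSO; incubation: 2 h enzyme incubation at 37 °C; signal: epi absorbance; measure: percent inhibition; benchmarks: high control without enzyme, low control DMSO plus TDP2; repeats: singlicate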
SIAE inh: human SIAE inhibitors, primary screen, biochemical, fluorescence polarization, FP-Rh probe, 1536-well HTS | inhibition, % at 9.66 µM | hit rate 0.69% among 370,000 | SIAE FP-Rh probe binding | Sialate O-acetylesterase (Homo sapiens), Q9HAT2;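 active = inhibition above a cutoff: mean of compounds within the control limits plus 3 SD of those, cut at about 17% in these data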;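 note: 0% = plate median of compound wells and 100% = probe without SIAE protein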
LEDGF integ inh: blockers of LEDGF/p75-dependent integrase strand transfer – biochemical, TR-FRET, high throughput, primary screen; HIV-1 integrase (with human LEDGF/p75); TR-FRET IN-LEDGF/p75 DNA integration, Eu/Cy5; inhibition, % at 3.7 µM; hit rate 0.64% among 370,000;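 active = inhibition above the screen-wide mean plus 3 SD, cut at about 13% in these data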;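 note: signal is the Cy5 over europium emission ratio at 671 and 618 nm; 0% = plate median of compound wells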
Tn6 DDE FP: inhibitors of Tn6 peptide binding to fibrin DD(E), primary screen, biochemical, fluorescence polarization, human fibrin, Tn6 probe | inhibition, % at 8.3 µM | Fibrin DD(E) TRITC-Tn6 fluorescence polarization displacement | hit rate 0.21% among 370,000 | AID 720509, 2013;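 active = inhibition above a per-campaign cutoff: mean of compounds within control limits plus 3 SD, cut at about 15% in these data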;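 note: 0% = median of all compound wells on the plate and 100% = blocking peptide control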
TCR-CD3 inh: inhibitors of human TCR-CD3 interaction, primary screen, biochemical, fluorescence, TAMRA-labeled TCR probe. inhibition, % at 9.4 µM. AID 651800, 2012. T-cell receptor (TCR). hit rate 0.37% among 360,000; in the data active = inhibition above about 19%;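 note: recombinant mutant TCR 2C K166C tagged with TAMRA read by polarization; 0% = receptor in buffer alone and 100% = receptor with positive control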
MBD2 inh: inhibitors of MBD2 binding to methylated DNA, primary screen, biochemical, TR-FRET, DNA-binding domain, human; hit rate 0.31% among 370,000; MBD2 binding to methylated oligonucleotide; Methyl-CpG-binding domain protein 2 (Homo sapiens), Q9UBB5; inhibition, % at 4.4 µM; in the data active = inhibition above about 13%
Tn7 DDE FP: inhibitors of Tn7 peptide binding to fibrin DD(E), primary screen, biochemical, fluorescence polarization, human fibrin, Tn7 probe; Fibrinogen beta chain (Homo sapiens), P02675; FP displacement of FITC-Tn7 peptide from fibrin DD(E); 0% = median of compound wells per plate; hit rate 0.13% among 370,000; inhibition, % at 8.3 µM;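 active = inhibition above the mean of compounds falling within the control limits plus 3 SD of them, cut at about 14% in these data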;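 note: 0% = plate median of compound wells and 100% = 10 µM Aha-Tn7 peptide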
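System: human fibrin DD(E); quantity: Fibrin-DD(E) at 2 µM final; also added: fluorescent Tn7 probe at 0.1 µM; compound dosing: single nominal test concentration of 8.3 µM per compound; schedule: 10 min preincubation, 3 h with tracer, room temperature; detection: fluorescence polarization of the labelled Tn7 tracer; repeats: one replicate per compound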
KLK7 zymogen act: proKLK7 zymogen activators, primary screen, biochemical, fluorescence intensity; hit rate 0.9% among 370,000; activation, % at 7 µM; Kallikrein-7 (Homo sapiens), P49862; purified proKLK7, EDANS-DABCYL substrate fluorescence; 100% is mature enzyme control, 0% vehicle;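 active = activation above the mean of all tested compounds plus 3 SD, computed per campaign excluding outliers beyond control limits, cut at about 13% in these data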
PRMT1 FP inh: PRMT1 methyltransferase inhibitors, primary screen, biochemical, fluorescence polarization; recombinant PRMT1, activity-based probe fluorescence polarization; inhibition, % at 2.79 µM; hit rate 1.3% among 370,000; AID 652257, 2013;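 active = inhibition above about 21% made by adding two undisclosed values, limit read from the data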
Target sequence (Q99873 whole entry, looked up): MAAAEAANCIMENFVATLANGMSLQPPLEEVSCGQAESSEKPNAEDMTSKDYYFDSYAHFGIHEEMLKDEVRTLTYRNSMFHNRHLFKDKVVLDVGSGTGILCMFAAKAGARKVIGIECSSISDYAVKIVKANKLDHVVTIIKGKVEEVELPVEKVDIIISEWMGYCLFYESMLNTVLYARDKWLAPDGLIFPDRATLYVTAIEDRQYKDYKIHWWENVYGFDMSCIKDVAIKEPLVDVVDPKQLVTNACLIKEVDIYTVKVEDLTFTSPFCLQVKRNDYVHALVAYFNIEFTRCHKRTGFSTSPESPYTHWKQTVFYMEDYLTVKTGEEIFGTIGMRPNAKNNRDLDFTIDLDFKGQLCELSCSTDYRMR
UHRF1 MBD2 ctr: UHRF1 methylated DNA binding inhibitors, primary screen, counter-screen for MBD2 inhibitor project, biochemical, TR-FRET, human UHRF1, single concentration | E3 ubiquitin-protein ligase UHRF1 (Homo sapiens), Q96T88 | UHRF1 binding to methylated oligo | inhibition, % at 4.4 µM | hit rate 0.75% among 370,000 | AID 687016, 2013; in the data active = inhibition above about 21%;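 note: UHRF1 SRA domain binding a hemimethylated CpG hairpin DNA probe; 0% = median of test compound wells and 100% = reference inhibitor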
* hit, by the source's call.

structure	TDP2 absorb	SIAE inh	LEDGF integ inh	Tn6 DDE FP	TCR-CD3 inh	MBD2 inh	Tn7 DDE FP	KLK7 zymogen act	PRMT1 FP inh	UHRF1 MBD2 ctr
O=C(COC(=O)/C=C/c1ccco1)NCCc1ccccc1	-4	6	4	1	-1	1	0	-0.1	2	4
CC(C)c1nnc(NC(=O)c2nc(S(=O)(=O)Cc3ccccc3F)ncc2Cl)s1	-8	2	0	-7	3	1	-2	0.4	7	0
N#CCSc1nnc(C2CCCCC2)n1Cc1ccccc1	6	-10	0	-7	6	2	-5	0.6	1	-2
CCN(C(=O)c1ccc2c(Cl)c3c(nc2c1)CCC3)c1ccc(C)c(C)c1	-8	1	-3	-2	-2	-3	1	0.5	-4	-1
CC[C@@]1(C(=O)OC)N[C@H](CN(C)C(=O)c2ccc(C(C)(C)C)cc2)[C@@H]2C(=O)N(Cc3ccccc3)C(=O)[C@@H]21	6	2	-2	-1	6	0	2	0.1	-3	-1
CCC(=O)N1CCN(c2nc(-c3ccccc3)c3c(c2C#N)CCCC3)CC1	-10	1	4	0	-7	1	5	1.0	0	0
CC(C)C(=O)N(c1cc2sc(=O)oc2c2ccccc12)S(=O)(=O)c1cccs1	-5	11	-5	-11	-5	2	4	-1.9	81*	1
CCN(Cc1cnn(C)c1)C(=O)c1cc(COc2ccc(F)cc2F)on1	-3	-8	2	5	1	2	5	-0.1	-1	0
CC(=O)NCCNc1ccc([N+](=O)[O-])cn1	-2	-6	3	4	5	0	-6	-0.4	0	1
CC(=O)c1cccc(NC(=S)NC(=O)Cc2ccc(Cl)cc2)c1	6	-8	-4	3	-8	0	-9	-0.2	1	-1

Exported with each value named: entries from further up.
SMILES: CC(C)C(=O)N(c1cc2sc(=O)oc2c2ccccc12)S(=O)(=O)c1cccs1
  TDP2 absorb = -5 | SIAE inh = 11 | LEDGF integ inh = -5 | Tn6 DDE FP = -11 | TCR-CD3 inh = -5 | MBD2 inh = 2 | Tn7 DDE FP = 4 | KLK7 zymogen act = -1.9 | PRMT1 FP inh = 81* | UHRF1 MBD2 ctr = 1

SMILES: CCN(Cc1cnn(C)c1)C(=O)c1cc(COc2ccc(F)cc2F)on1
  TDP2 absorb = -3 | SIAE inh = -8 | LEDGF integ inh = 2 | Tn6 DDE FP = 5 | TCR-CD3 inh = 1 | MBD2 inh = 2 | Tn7 DDE FP = 5 | KLK7 zymogen act = -0.1 | PRMT1 FP inh = -1 | UHRF1 MBD2 ctr = 0

SMILES: CC(=O)NCCNc1ccc([N+](=O)[O-])cn1
  TDP2 absorb = -2 | SIAE inh = -6 | LEDGF integ inh = 3 | Tn6 DDE FP = 4 | TCR-CD3 inh = 5 | MBD2 inh = 0 | Tn7 DDE FP = -6 | KLK7 zymogen act = -0.4 | PRMT1 FP inh = 0 | UHRF1 MBD2 ctr = 1

SMILES: CC(=O)c1cccc(NC(=S)NC(=O)Cc2ccc(Cl)cc2)c1
  TDP2 absorb = 6 | SIAE inh = -8 | LEDGF integ inh = -4 | Tn6 DDE FP = 3 | TCR-CD3 inh = -8 | MBD2 inh = 0 | Tn7 DDE FP = -9 | KLK7 zymogen act = -0.2 | PRMT1 FP inh = 1 | UHRF1 MBD2 ctr = -1

(continued)
structure	TDP2 absorb	SIAE inh	LEDGF integ inh	Tn6 DDE FP	TCR-CD3 inh	MBD2 inh	Tn7 DDE FP	KLK7 zymogen act	PRMT1 FP inh	UHRF1 MBD2 ctr
Cc1cc(NC(=O)c2ccc(S(=O)(=O)N(C)CC3CCCO3)cc2)no1 (stereo not given)	6	2	1	-4	5	0	4	-0.3	-3	-2
Cc1cccc(/C=N/NC(=O)c2cc(Br)ccc2O)n1	-11	2	5	-15	-3	1	2	0.6	-1	2
O=S(=O)(Nc1cccc2nsnc12)c1ccccc1	-12	1	5	-10	7	-1	-3	0.0	2	-2
O=C1CCC(=O)N1c1ccc(NCCc2ccccc2F)c([N+](=O)[O-])c1	-11	-4	-2	5	-5	-1	-4	0.4	0	1
O=C(NCCc1ccc(Cl)cc1)c1ccc2c(c1)OCCO2	4	-2	4	0	0	-5	-3	0.9	0	0
CC1=C(C(=O)N(C)C)CC(CC(=O)NCCN2CCOCC2)C(=O)N1CCCN1CCCC1=O (stereo not given)	3	3	1	-1	-7	7	-2	0.0	-1	22*
Cc1ccc(SCC(=O)OC(C)C(=O)NCc2ccccc2)cc1C (stereo not given)	-10	-9	3	2	4	2	3	0.7	-6	-2
c1ccc2c(c1)OCCOCCOc1ccccc1OCCOCCO2	0	7	0	3	9	2	10	0.4	-2	0
CN1CCC(OC(=O)c2ccco2)CC1	-1	0	-4	-2	-3	-1	8	-0.4	0	-1
COC(=O)c1ccc(COn2c(=O)c(C)[n+]([O-])c3ccccc32)cc1	-7	3	2	-4	-1	-8	-3	0.7	3	-2
O=C(CCc1ccc(S(=O)(=O)NCCc2ccccc2)cc1)NCc1ccc2c(c1)OCO2	-4	2	0	0	12	0	4	0.4	-2	-1
COc1ccc(-c2nnn(CC(=O)N(CC(=O)NCCC(C)C)Cc3cccs3)n2)cc1OC	-3	4	4	5	-1	-3	0	0.2	1	-3
Cn1c(=O)c2c(SCC(=O)NCc3ccco3)nc(CC(C)(C)C)nc2n(C)c1=O	-4	2	-2	-8	9	0	0	0.2	1	0
O=C(NNS(=O)(=O)c1ccc(F)cc1)C1CC(c2cccnc2)=NO1 (stereo not given)	-7	-2	-2	0	10	-2	8	0.4	-3	-3

Assay outcomes (PubChem BioAssay)
